Screens from PubChem BioAssay.
AMA1 RON2 block – AMA1-RON2 (P. falciparum) interaction inhibition; AlphaScreen AMA1-biotinylated RON2 peptide binding; Potency, µM (series often up to 58.2 µM), for the others: at the highest dose activity change, negative = inhibition, most hits filed as inhibitors; actives 0.2% (n = 360,000); AID 720542;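 further: potency means the concentration at half of the fitted maximal effect; 0% = vehicle wells and -100% = peptide control; nearly all actives have a fitted effect of over 45% in size; some results filed as inactive show a strong effect at the top dose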
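AMA1 (3D7) with his tag at 25 nM final met compounds first, then biotinylated RON2 peptide at 25 nM; detection used donor plus acceptor beads, 10 µg/mL apiece, read by AlphaScreen after 30 min at room temperature.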
HCMV inh – human cytomegalovirus inhibition; activity change, negative = inhibition, % at 57.5 µM; HFF cells, HCMV-luciferase reporter, 72 h; active compounds read low; actives 4.5% (n = 410,000); in the data active means activity change below about -60%; inconclusive means no clear call, values can overlap the other calls; inactive means above about -39%
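After 16 h attachment at 37C, HFF cells received test compound and HCMV-luciferase (1 PFU/cell); reporter luminescence read 72 h later, data normalized against buffer-only and known inhibitor Salinomycin.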
AmpC no deterg – AmpC beta-lactamase inhibition without detergent | actives 0.52% (n = 330,000) | P00811 | AmpC nitrocefin hydrolysis, absorbance 480 nm, 0.0001% Triton | Potency, µM (titrated, usually from 57.1 µM), for inactives: at the highest dose activity change, negative = inhibition, hits mostly inhibitors;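 further: potency means the concentration at half of the fitted maximal effect; plate controls were no compound for no effect and no enzyme for full effect; nearly all actives have a fitted effect of over 20% in size; some results filed as inactive show a strong effect at the top dose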
Target sequence (P00811 whole entry, looked up): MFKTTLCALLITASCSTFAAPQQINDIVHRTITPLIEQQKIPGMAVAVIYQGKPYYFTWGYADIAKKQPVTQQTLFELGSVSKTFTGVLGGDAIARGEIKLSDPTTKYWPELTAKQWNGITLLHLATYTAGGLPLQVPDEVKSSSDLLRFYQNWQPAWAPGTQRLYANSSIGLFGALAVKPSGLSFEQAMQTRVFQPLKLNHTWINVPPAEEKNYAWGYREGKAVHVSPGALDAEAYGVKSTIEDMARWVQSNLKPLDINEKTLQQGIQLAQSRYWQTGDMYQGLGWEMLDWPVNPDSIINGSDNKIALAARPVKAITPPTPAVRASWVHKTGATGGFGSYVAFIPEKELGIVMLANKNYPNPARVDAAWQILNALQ
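20 mM phosphate pH 7.0 + 0.01% (detergent screen) or 0.0001% Triton X-100; 5.3 nM AmpC reagent; cpd preinc 15 min RT; nitrocefin (800 uM stock) to start; A480 q20 s × 4 min; Activity was normalised to no-enzyme and no-compound control wells.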
HCV inhibitor – HCV inhibition | Huh7.5.1 HCVcc-Cre infection, luciferase reporter, 44 h | Potency, µM (highest dose often 41.8 µM), for inactives: at the top dose activity change, negative = inhibition, hits mostly inhibitors | actives 3.4% (n = 340,000) | AID 651820; further: potency means the concentration at half of the fitted maximal effect
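A cell-based infection assay in which seeded cells (1,000 per well) receive test compound after 4 h, are inoculated with HCVcc-Cre at approximately 0.5 moi, and are incubated 44 h before luminescence detection.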
TbPYK inhibitor – blocks Trypanosoma brucei pyruvate kinase; actives 0.12% (n = 410,000); Q57TT1; Potency, µM (titrated, usually from 76.8 µM), for the others: at the top dose activity, negative = inhibition, actives largely listed as inhibitors; TbPYK enzyme, Kinase-Glo Plus ATP luminescence, 45 min; further: potency means the concentration at half of the fitted maximal effect; nearly all actives have a fitted effect of over 50% in size
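Quantitative HTS: titrated library compounds versus trypanosomal pyruvate kinase in TEA buffer (pH 7.2) containing KCl, MgCl2, BSA and Tween-20. Reactions were initiated with ADP, 130 uM final. Kinase-Glo Plus luminescence was read after 45 min at RT.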
LmPK inh – LmPK (Leishmania mexicana) enzyme inhibition. purified LmPK, Kinase-Glo ATP luminescence, 1 h. Potency, µM (highest dose often 57.5 µM), inactives show top-dose activity change, negative = inhibition, usual class: inhibitors. actives 0.37% (n = 290,000). AID 1721; further: potency means the concentration at half of the fitted maximal effect
Target sequence (Q27686 whole entry, looked up): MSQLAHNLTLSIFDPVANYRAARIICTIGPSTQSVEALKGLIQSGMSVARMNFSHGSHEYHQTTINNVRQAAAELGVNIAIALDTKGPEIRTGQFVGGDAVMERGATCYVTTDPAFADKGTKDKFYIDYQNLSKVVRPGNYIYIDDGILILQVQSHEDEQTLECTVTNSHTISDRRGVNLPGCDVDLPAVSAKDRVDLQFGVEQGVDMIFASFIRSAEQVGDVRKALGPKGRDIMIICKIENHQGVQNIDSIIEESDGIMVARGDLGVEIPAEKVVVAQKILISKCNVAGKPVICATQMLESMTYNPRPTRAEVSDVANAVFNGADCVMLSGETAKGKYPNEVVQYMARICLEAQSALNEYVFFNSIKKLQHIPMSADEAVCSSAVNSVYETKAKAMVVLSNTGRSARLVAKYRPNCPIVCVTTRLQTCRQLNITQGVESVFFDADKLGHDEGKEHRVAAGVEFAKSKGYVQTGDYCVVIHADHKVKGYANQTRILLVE
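Purified LmPK (0.1 nM) converted ADP (0.1 mM) to ATP with PEP (0.5 mM) in imidazole buffer pH 7.2 with KCl and MgCl2, 1 h at room temperature. ATP was read by Kinase-Glo luminescence; data normalized to uninhibited and no-enzyme controls.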
AmpC inh detg – inhibitors of E. coli AmpC beta-lactamase with detergent. P00811. AmpC hydrolysis of nitrocefin, absorbance 480 nm, 0.01% Triton. Potency, µM (highest dose often 114 µM), without a hit: top-dose activity change, negative = inhibition, most hits filed as inhibitors. actives 0.041% (n = 370,000). AID 485294;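 further: potency means the concentration at half of the fitted maximal effect; 0% = no-compound wells and -100% = no-enzyme wells; nearly all actives have a fitted effect of over 25% in size; some results filed as inactive show a strong effect at the top dose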
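AmpC (5.3 nM in the dispensed reagent) in 20 mM phosphate pH 7.0 with 0.01% (detergent screen) or 0.0001% Triton X-100 was preincubated with compounds for 15 min at room temperature. Nitrocefin was then added from an 800 uM solution, and hydrolysis was followed at 480 nm.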
Active calls of the source: *; ? = inconclusive; . = no result given; & = joins results of further samples; [ ] = remark or other dose. Unless noted, the call rests on the fitted dose curve; in most records, active means well fitted curve in the direction sought with a large enough effect; inconclusive means small, poorly fitted or top-dose-only effect, or another doubt; inactive means no such curve, though single readings can be large; an effect the other way counts as inactive or inconclusive. Unless noted, on the % scale 0 is the no-effect control and ±100 the full control effect.

SMILES | AMA1 RON2 block | HCMV inh | AmpC no deterg | HCV inhibitor | TbPYK inhibitor | LmPK inh | AmpC inh detg
CCC(=O)N1c2ccccc2CC1C(=O)N1CCN(c2cccc(OC)c2)CC1 (stereo not drawn) | . | 16.8 | . | . | -1.7% | . | -6.9%
CCOC(=O)c1cc(C)n(Cc2cccc(OC)c2OC)c1C | -13.9% | -31.3 | 28.0% | ? | -0.1% | -4.7% | -17.6%
Cc1ccccc1-c1nc(CS(=O)CC(=O)NC2CC2)c(C)o1 (stereo not drawn) | 13.4% | -17.8 | 1.1% | ? | 0.4% | 2.1% | -4.6%
CC1CCCCC1NC(=O)c1ccc(S(=O)(=O)NCC2CCCO2)cc1 (stereo not drawn) | -11.0% | -18.6 | -8.6% | 12.6% | -1.8% | -7.5% | -4.7%
Cc1ccc(-c2c(C(=O)N/N=C/c3ccc(C)o3)nnn2-c2nonc2N)cc1 | 109.3%[activator] | -9.0 | ? | -8.3% | -1.9% | -4.6% | -3.4%
CCOCCSc1c(C)cnc2c1c(=O)n(C)c(=O)n2C | . | ? | . | . | -2.2% | . | -3.6%
NS(=O)(=O)c1ccc(NC(=O)COC(=O)C23CC4CC(CC(C4)C2)C3)cc1 | 0.5% | -32.4 | -15.7% | 1.0% | 3.9% | -0.8% | -10.8%
CN(c1ccccc1)S(=O)(=O)c1cccc(NS(=O)(=O)c2cccc(C(=O)O)c2)c1 | -23.1% | 21.5 | -20.6% | 25.4% | -1.0% | . | ?
CC(OC(=O)c1ccco1)C(=O)NCc1cccs1 (stereo not drawn) | 14.8% | 2.0 | -15.9% | 20.3% | -2.6% | 0.3% | 0.7%
COc1ccc(NC(=O)CC(C)=O)c(OC)c1 | 3.8% | -5.5 | 13.2% | -10.8% | -3.2% | -0.5% | -1.4%
CC(C)=CCc1cc([C@@H]2CC(=O)c3ccc(O)c(CC=C(C)C)c3O2)ccc1O | -5.3% | -30.3 | . | ? | 2.6% | . | .
COCCN(CCOC)S(=O)(=O)c1ccc(OC)cc1 | -4.4% | 5.5 | -11.2% | -22.1% | 4.1% | 0.5% | ?
COc1cccc(NC(=O)Nc2nnc(CC(=O)Nc3ccccc3)s2)c1 | -5.1% | -14.5 | 11.2µM* | 6.8% | -2.0% | 2.2% | -6.0%
COc1cc(C)c(Cl)c(C)c1S(=O)(=O)NCc1cccnc1 | 4.6% | 0.9 | 47.0% | 4.6% | 4.5% | 20.8% | -2.1%
O=C(CS(=O)(=O)c1ccc2ccccc2c1)N1CCCCCC1 | 3.4% | -32.4 | -11.5% | 17.8% | -2.7% | -5.0% | -4.7%
O=C1OC(c2ccccc2)(c2cc(Br)c(O)c(Br)c2)c2ccccc21 (stereo not drawn) | -8.4% | -4.8 | . | 6.0% | -9.5% | . | .
COc1ccc(CN(CCNC(=O)CCCCC(=O)NCCN(Cc2ccc(OC)cc2)C(C)C)C(C)C)cc1 | -5.0% | ? | . | 11.2µM* | 0.6% | . | .
N#Cc1ccccc1/C=C/C(=O)N1CCOCC1 | -8.2% | 53.1 | -9.4% | 0.3% | 4.4% | -2.5% | 4.7%
COc1ccc(-n2c(Cc3cccn3C)nnc2SCC(=O)Nc2ccc3c(c2)OCO3)cc1 | 5.7% | 1.1 | 7.5% | -18.5%&-3.3% | -8.6% | -2.3% | -9.7%
N/C(=N\OC(=O)COc1ccc(Br)cc1Cl)c1ccncc1 | 35.9%[activator] | -15.1 | 12.0% | 9.7% | -11.4% | -1.5% | -4.5%
COc1ccc(NC(=O)C2(C)Cc3c(-c4cccc(C(N)=O)c4)ccnc3O2)cn1 (stereo not drawn) | 2.0% | 20.0 | . | . | 4.5% | . | .
Cc1noc(C)c1CSc1nnc(-c2c[nH]c3ccccc23)n1-c1ccc(Cl)cc1 | 2.9% | 18.8 | -15.7% | -0.8% | -11.0% | 6.6% | -12.6%
NCCNC[C@@H]1COC2(CCCCCCCCCCC2)O1 | 62.8%[activator] | 46.9 | 64.9%[activator] | -3.3% | 3.5% | 4.3% | -3.9%
COC(=O)c1ccccc1NC(=O)Cn1nc(C(F)(F)F)c2c1CCC2 | 0.9% | 50.5 | 45.8% | -24.3% | 0.2% | -7.4% | ?
CCN(CC)CCCN=Cc1c(O)n(-c2cccc(C)c2)c(=O)c2ccccc12 | 18.2% | -10.3 | -2.2% | 16.8% | -4.2% | 5.7% | 3.4%
COc1ccc(OC)c2nc3c(cc12)CCC3 | -11.5% | 48.5 | 3.0% | ? | -5.2% | -1.8% | 1.5%
CCOc1ccc2nc(Cl)sc2c1 | -2.6% | 28.9 | 5.3% | 9.2% | -0.7% | 0.4% | -6.9%
Cc1ccc(NC(=S)NNC(=O)c2cn(C)nc2C)cc1 | 91.4%[activator] | 35.7 | 0.0% | 15.4% | -22.6% | -1.2% | 1.7%
O=C(CCn1c(=S)oc2ccccc21)NC1CCCCCC1 | 1.1% | 15.6 | 0.4% | 25.0% | 2.8% | 5.7% | 1.1%
N#Cc1c(N)c(C#N)c(-c2ccc(O)cc2)c2c1CCCC2 | 11.3% | ? | -35.2% | 1.2% | -3.7% | -0.7% | -7.2%
CC(C)CC(=O)Nc1c(C(=O)N2CCN(Cc3ccccc3)CC2)oc2ccccc12 | -22.4% | -32.5 | 118.5%[activator] | ? | 1.0% | 1.4% | -7.8%
O=C(c1cc(-c2cccnc2)nc2ccc(Cl)cc12)N1CCN(S(=O)(=O)c2cccs2)CC1 | 3.3% | 36.1 | 1.1% | ? | -4.4% | -1.9% | -9.0%
O=C(CN1CCN(c2ccccc2O)CC1)Nc1ccc(S(=O)(=O)N2CCCCCC2)cc1 | -16.6% | -24.7 | 28.1% | ? | -3.6% | . | -6.5%
O=c1c2c3c(sc2n2cnnc2n1-c1ccccc1)N(Cc1ccccc1)CCC3 | -19.1% | . | 36.6% | -0.3% | -22.2% | 0.3% | ?
CCOc1ccc(NC(=O)CCC(=O)NNC(=O)Nc2ccc(Cl)cc2)cc1 | 18.5% | -2.1 | -44.8% | 19.6% | 0.0% | 1.6% | -4.9%
COc1ccc(-c2noc(-c3ccc(NCc4cccnc4)c([N+](=O)[O-])c3)n2)cc1OC | . | -3.0 | . | . | -1.7% | . | 22.4%
COc1cccc(NC(=S)N(CCCN2CCCC2)Cc2ccco2)c1 | -9.2% | ? | -20.9% | ? | -19.2% | 3.4% | -2.0%
O=C(CCNS(=O)(=O)c1ccccc1)Nc1ccccc1 | -3.0% | -37.1 | -6.7% | 5.3% | 4.2% | -0.4% | -0.1%
COc1cccc(NC(=O)CNS(=O)(=O)c2ccc(Cl)cc2)c1 | 2.3% | . | -23.7% | 6.0% | -2.9% | 3.8% | -11.6%
Cc1cc(C)n(-c2nc3ccccc3nc2Nc2ccc(N(C)C)cc2)n1 | . | -16.4 | . | . | -16.4% | . | 15.1%
CCOc1ccc(/C(O)=C2/C(=O)C(=O)N(CCOCCO)C2c2cccnc2)cc1 (stereo not drawn) | 0.3% | -21.3 | -21.1% | 7.9% | -4.8% | -3.1% | ?
CC1=C(C(=O)N(C(C)C)C(C)C)CC(CC(=O)NCCc2ccccn2)C(=O)N1Cc1ccccc1 (stereo not drawn) | 56.4%[activator] | -15.4 | . | . | -3.8% | . | .
Nc1c(-c2ccccc2)cnn1-c1cccc(Cl)c1 | 10.8% | 59.4 | -33.6% | -14.1% | 3.1% | ? | 4.7%
O=C(NCCCN1CCOCC1)c1c(O)c2cc(Br)cc(Br)c2[nH]c1=O | 39.2%[activator] | . | -12.6% | -12.1% | -3.3% | -1.0% | -11.0%
CCOC(=O)C1CCN(C(=O)Nc2ccc3nc(C)c(C)nc3c2)CC1 | -0.6% | -12.8 | -13.2% | 17.3% | -7.3% | 3.9% | -5.7%

3 compounds out of the list, arranged by heavy-atom count, smallest number first:
SMILES | AMA1 RON2 block | HCMV inh | AmpC no deterg | HCV inhibitor | TbPYK inhibitor | LmPK inh | AmpC inh detg
Nc1c(-c2ccccc2)cnn1-c1cccc(Cl)c1 | 10.8% | 59.4 | -33.6% | -14.1% | 3.1% | ? | 4.7%
CC(C)CC(=O)Nc1c(C(=O)N2CCN(Cc3ccccc3)CC2)oc2ccccc12 | -22.4% | -32.5 | 118.5%[activator] | ? | 1.0% | 1.4% | -7.8%
O=C(CN1CCN(c2ccccc2O)CC1)Nc1ccc(S(=O)(=O)N2CCCCCC2)cc1 | -16.6% | -24.7 | 28.1% | ? | -3.6% | . | -6.5%

Additional structures:
SMILES | AMA1 RON2 block | HCMV inh | AmpC no deterg | HCV inhibitor | TbPYK inhibitor | LmPK inh | AmpC inh detg
CCn1cc(S(=O)(=O)NCCc2ccc(OC)c(OC)c2)cn1 | 0.4% | -19.8 | -15.5% | -3.5% | 5.5% | 4.1% | 2.7%
CCNc1nc(Oc2ccc(OC)cc2)cc(C(F)(F)F)n1 | 50.4%[activator] | 21.4 | -0.3% | ? | 2.8% | -4.5% | -5.3%
COc1cccc(CNC(=O)Cn2ncc3c(=O)oc4ccccc4c32)c1 | 9.2% | -7.0&-0.2 | -7.3% | -28.7% | -4.9%&1.4% | -0.2% | 2.4%&-1.4%
Cc1ccc(S(=O)(=O)N2CCc3cc(C(=O)N(C)Cc4ccccc4)ccc32)cc1 | . | ? | . | . | 1.0% | . | 24.8%
COC(=O)c1sccc1NC(=O)Cc1ccc(OC)c(OC)c1 | -4.9% | -17.7 | 20.8% | -26.5% | -4.8% | 3.0% | 5.3%
Nc1cc(=O)[nH]c(SCC(=O)Nc2cccc(S(=O)(=O)N3CCCCC3)c2)n1 | 9.1% | -19.1 | -37.7% | 8.1% | -4.1% | . | .
COc1ccc(-c2c(-c3cc(OC)cc(OC)c3)n(C)c3ccc(-c4ccc(SC)cc4)cc23)cc1 | 4.7% | 2.7 | -9.7% | 54.0%[activator] | -3.3% | . | 2.7%
CC(C)Cn1c(N)c(C(=O)CSc2nnnn2C)c(=O)n(C)c1=O | -3.2% | 45.9 | -23.5% | 3.9% | 1.2% | -0.5% | -6.7%
O=C(Cc1c[nH]c2ccccc12)Nc1ccccc1N1CCOCC1 | -11.8% | 55.8 | -3.8% | -22.6% | -4.0% | 13.4% | 1.2%
Cc1ccc(CS(=O)(=O)CCC(=O)NCCN2CCCCC2C)cc1 (stereo not drawn) | -1.6% | -22.5 | -3.1% | -2.0% | -6.9% | 2.8% | 11.4%
CCn1c2ccccc2c2cc(CN3CCN(Cc4ccccc4F)CC3)ccc21 | . | -21.9 | . | . | 4.2% | . | 19.2%
CN(CCC#N)C(=O)COC(=O)c1nn(-c2ccccc2)c(=O)c2ccccc12 | 0.2% | -37.9 | 0.7%[11.4 µM] | 1.0% | 3.3% | 1.0% | -8.0%
